Keap1 Nrf2 FP: Keap1-Nrf2 protein-protein interaction inhibitors, primary screen, biochemical, fluorescence polarization, single point; AID 504523, 2011; inhibition, % at 9.4 µM; Keap1 Kelch-Nrf2 peptide fluorescence polarization, 1536-well; Kelch-like ECH-associated protein 1 (Homo sapiens), Q14145; hit rate 0.15% among 340,000; in the data active means inhibition above about 12%;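 further: human Keap1 Kelch domain with fluorescein labeled Nrf2 9mer peptide probe; 0% = neutral control wells and 100% = peptide positive control; higher means more block of Keap1 binding to Nrf2 peptide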
Target sequence (Q14145 whole entry, looked up, the tested form may be a part): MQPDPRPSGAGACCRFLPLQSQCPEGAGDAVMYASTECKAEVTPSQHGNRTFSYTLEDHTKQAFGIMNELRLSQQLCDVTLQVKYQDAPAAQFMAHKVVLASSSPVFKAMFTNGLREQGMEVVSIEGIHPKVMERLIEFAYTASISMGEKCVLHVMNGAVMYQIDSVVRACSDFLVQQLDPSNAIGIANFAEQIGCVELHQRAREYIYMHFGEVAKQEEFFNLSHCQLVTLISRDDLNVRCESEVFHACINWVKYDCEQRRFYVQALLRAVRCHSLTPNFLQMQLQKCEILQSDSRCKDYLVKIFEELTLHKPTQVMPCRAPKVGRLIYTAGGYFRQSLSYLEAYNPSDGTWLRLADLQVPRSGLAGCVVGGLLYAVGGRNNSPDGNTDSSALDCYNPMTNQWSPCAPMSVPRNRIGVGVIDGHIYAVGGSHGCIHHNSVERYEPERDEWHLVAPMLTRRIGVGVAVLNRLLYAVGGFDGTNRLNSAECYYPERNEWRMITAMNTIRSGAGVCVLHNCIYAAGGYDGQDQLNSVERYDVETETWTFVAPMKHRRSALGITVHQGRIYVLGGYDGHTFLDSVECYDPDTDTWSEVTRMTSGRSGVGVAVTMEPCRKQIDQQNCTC
C-LANA FP: inhibitors of KSHV C-LANA binding to DNA, primary screen, biochemical, fluorescence polarization, FAM-LBS DNA, MBP-C-LANA, single point. Kaposi's sarcoma herpesvirus LANA C-terminal domain (residues 932-1162) DNA binding. hit rate 0.078% among 340,000. inhibition, % at 9 µM;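 active means highest replicate inhibition at or above 60% at 9 µM, even if other replicates fall short; inactive means all replicates below 60% inhibition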;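 further: 0% = neutral control wells and 100% = 4 µM acridine orange control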
Wnt bcat act: Wnt/beta-catenin pathway activators, primary screen, cell-based, plate reader, single point; Wnt/beta-catenin reporter cell assay, activator; activation, % at 9.35 µM; hit rate 1.2% among 300,000; in the data active means activation above about 30%, passing the limit was not always enough;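 further: 0% = neutral control wells and 100% = positive control wells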
cardiac RTF act: cardiac RTF calcium sensitivity activators, primary screen, biochemical, IANBD-TnC fluorescence, EC20 calcium; IANBD-labeled TnC RTF fluorescence at EC20 calcium; 0% EC20 calcium, 100% full calcium; activation, % at 7.2 µM; hit rate 0.24% among 340,000;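 active means activation above the mean over all tested compounds plus 3 SD, cut at about 30% in these data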;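 further: rise in fluorescence read as greater calcium sensitivity of cardiac thin filaments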
Arrestin-AP2 inh: inhibitors of beta-arrestin/AP2 binding, primary screen, biochemical, GPCR trafficking, flow cytometry. hit rate 0.31% among 340,000. beta-arrestin 1 C-terminal peptide binding to AP2 beta2-adaptin appendage (human). AID 504490, 2011. FITC-arrestin peptide / GST-AP2 beads; AP2 beta2 appendage carries R879A mutation. inhibition, % at 10 µM;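 active means inhibition above a set limit, near 3 SD of compounds lacking own fluorescence, cut at about 54% in these data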;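 further: plate controls were DMSO wells for no effect and 5 µM unlabelled arrestin peptide for full effect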
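Test system: GST-tagged AP2 beta2-adaptin appendage (R879A) on 4 µm glutathione beads; also added: fluorescein-tagged arrestin peptide at 50 nM final; timing: 12 min plus 1 h, RT; signal: flow cytometry, FL1 (488/535 nm); read-out: percent drop in bead-associated FITC signal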
OPRM1-OPRD1 ag: agonists of OPRM1-OPRD1 heterodimerization, primary screen, cell-based, luminescence; Mu-type opioid receptor (Homo sapiens) + Delta-type opioid receptor (Homo sapiens), …; cells; activation, % at 9.3 µM; hit rate 0.3% among 340,000; in the data active means activation above about 18%;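 further: 0% = vehicle-treated cells and 100% = reference agonist; values of inactives mirror those of a sister screen read the other way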
RTF Ca sens inh: cardiac RTF calcium sensitivity inhibitors, primary screen, biochemical, IANBD-TnC fluorescence, EC70 calcium; IANBD-labeled cardiac RTF, Ca2+ fluorescence; inhibition, % at 7.15 µM; hit rate 0.12% among 340,000;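 active means inhibition above the mean inhibition of all tested compounds plus 3 SD, cut at about 17% in these data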;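 further: assay run at fixed EC70 calcium of 1.6 mM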
OPRM1-OPRD1 inv: inverse agonists of MOR-DOR heterodimerization, primary screen, cell-based, luminescence; inhibition, % at 9.3 µM; Mu-type opioid receptor (Homo sapiens) + Delta-type opioid receptor (Homo sapiens), …; hit rate 0.21% among 340,000; AID 504357, 2011; cell-based MOR-DOR heterodimer luminescence, inverse agonism; in the data active means inhibition above about 22%, passing the limit was not always enough;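 further: 0% = cells with DMSO and 100% = wells without cells with DMSO; values of inactives mirror those of a sister screen read the other way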
Pemphigus Ab inh: inhibitors of pemphigus antibody binding to DSG3, primary screen, biochemical, bead-based, flow cytometry, scFv-GFP. Desmoglein-3 (Homo sapiens), P32926. DSG3-coupled beads, scFv-anti-DSG3-GFP binding; stronger effect = lower value. binding (percent of control), % at 10 µM. hit rate 0.48% among 310,000. AID 588358, 2011;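 active means binding more than 3 SD below its plate's average and above zero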; further: some compounds called inactive have numbers as strong as hits
V-ATPase pHluor: regulators of yeast V-ATPase proton pumping, primary screen, pHLuorin cytosolic pH fluorescence; S. cerevisiae; AID 504577, 2011; hit rate 0.37% among 350,000; response, % at 10 µM; in the data active means response mostly above about 7.3%, no sharp cut-off; inactive means mostly below about 5.4%; further: actives read high; inactives centre near 0; some compounds called inactive have numbers as strong as hits; reference of the scale not given here
Active calls of the source: *; / = not tested or not shown. Compounds as they come; 3.1% or so of the library scored in one or more.

[1] Cc1cc(C)nc(N2CCC(C(=O)Nc3ccc4c(c3)CCC4)CC2)n1
[2] CSC1=NCCN1S(=O)(=O)c1ccc(F)cc1
[3] Cc1ccc(Nc2nc(CSc3nnc(-c4cccnc4)n3-c3ccccc3F)cs2)cc1
[4] CC(C)c1ccc(NC2CCCN(C(=O)c3ccnc(Cl)c3)C2)cc1 (centres undefined)
[5] CC1CCCCC1NC(=O)CN1C(=O)NC(C)(c2ccc(OC(F)F)cc2)C1=O (centres undefined)
[6] N#C/C(=C\c1c(Cl)cccc1Cl)c1nc2ccccc2[nH]1
[7] CN1CCN(S(=O)(=O)c2ccc(Cl)c(C(F)(F)F)c2)CC1
[8] COc1ccc(NS(=O)(=O)c2ccc3c(c2)NC(=O)C(C)S3)cc1 (centres undefined)
[9] COc1ccc(/C=N/N=C2/NC(=O)C(CC(=O)O)S2)cc1OCc1ccc(Cl)cc1Cl (centres undefined)
[10] Cc1ccc(S(=O)(=O)N/N=C/c2ccc(OCC(=O)Nc3ccccc3Cl)cc2)cc1

compound no.	1	2	3	4	5	6	7	8	9	10
Keap1 Nrf2 FP	-8.0	-0.4	-7.5	0.7	-3.1	-0.3	5.7	-2.1	-3.6	-8.4
C-LANA FP	-0.7	-0.1	-0.4	1.8	-0.9	-0.9	3.3	0.6	2.3	-0.3
Wnt bcat act	5.7	-1.4	2.7	-1.3	/	1.3	0.7	-1.2	-1.0	3.8
cardiac RTF act	-2.5	-0.5	5.9	-3.2	4.1	-6.5	0.2	-1.7	-0.1	-0.6
Arrestin-AP2 inh	4.7	-0.2	1.0	0.2	-11.7	8.6	-6.5	6.7	-4.2	0.5
OPRM1-OPRD1 ag	0.4	2.5	0.1	-1.9	-2.4	-4.1	-0.1	-2.5	-1.4	3.4
RTF Ca sens inh	-9.1	-5.9	2.5	2.2	-1.2	-2.9	-1.3	-9.5	1.4	-11.6
OPRM1-OPRD1 inv	-2.1	-17.9	-0.5	10.3	12.8	18.3	0.4	13.2	7.2	-18.1
Pemphigus Ab inh	101.6	94.3	109.5	/	105.0	114.1	90.5	105.3	103.3	98.1
V-ATPase pHluor	0.3	-1.4	-2.0	-1.8	2.8	-2.5	-2.2	1.2	0.1	4.7

Overlap with the part before: 2 compounds; new compounds follow.
[9] COc1ccc(/C=N/N=C2/NC(=O)C(CC(=O)O)S2)cc1OCc1ccc(Cl)cc1Cl (centres undefined)
[10] Cc1ccc(S(=O)(=O)N/N=C/c2ccc(OCC(=O)Nc3ccccc3Cl)cc2)cc1
[11] CCOCC(=O)Nc1ccc(-c2cn3cccnc3n2)cc1
[12] CCCN(CC1COc2ccccc2O1)C(=S)Nc1ccc(C)cc1 (centres undefined)
[13] CCN(CC(=O)Nc1cc(Cl)ccc1C)C(=O)CCS(=O)(=O)c1ccc(Cl)cc1
[14] O=C(NCCN1C(=O)S/C(=C/c2cccnc2)C1=O)C1CC(=O)N(Cc2ccccc2)C1 (centres undefined)
[15] Cn1nc(-c2ccc(N3CCN(CCO)CC3)c([N+](=O)[O-])c2)c2ccccc2c1=O
[16] Cc1cc(C)n2nc(C(=O)OCC(=O)N(C)CC(=O)Nc3ccccc3Cl)nc2n1
[17] O=C(/C=C/c1ccc2c(c1)OCO2)Nc1nc2ccc(F)cc2s1
[18] Cc1nc2sc(C(c3ccco3)N3CCN(c4ccccc4)CC3)c(O)n2n1 (centres undefined)
[19] CC(C)n1ncc2c(C(=O)NCCc3ccc(S(N)(=O)=O)cc3)cc(C3CC3)nc21
[20] CC(=O)Oc1ccc(/C=C/c2nc3ccccc3c(=O)o2)cc1

compound no.	9	10	11	12	13	14	15	16	17	18	19	20
Keap1 Nrf2 FP	-3.6	-8.4	-6.6	-1.4	-0.6	-4.4	0.5	-3.8	3.2	-0.4	-0.3	-5.5
C-LANA FP	2.3	-0.3	-0.5	3.7	1.0	0.5	-1.3	0.1	3.2	1.2	-2.0	-0.9
Wnt bcat act	-1.0	3.8	/	/	-4.2	3.3	-3.4	-1.6	33.7*	-0.9	-2.2	-1.2
cardiac RTF act	-0.1	-0.6	2.4	8.5	-0.9	3.0	1.5	4.5	-4.2	0.6	-9.4	-0.6
Arrestin-AP2 inh	-4.2	0.5	3.7	13.8	-9.6	-23.1	/	-5.4	-0.7	19.5	-8.2	20.8
OPRM1-OPRD1 ag	-1.4	3.4	0.4	1.8	1.6	0.0	-1.4	0.3	-1.4	-1.4	-0.2	-1.3
RTF Ca sens inh	1.4	-11.6	-3.9	-29.9	4.8	-11.8	-16.8	-8.2	4.3	-16.1	-9.6	-3.7
OPRM1-OPRD1 inv	7.2	-18.1	-2.1	-9.6	-6.6	-0.1	6.8	-1.9	6.9	7.5	1.4	6.4
Pemphigus Ab inh	103.3	98.1	104.1	111.7	106.7	102.0	104.8	102.6	96.5	104.0	100.9	94.1
V-ATPase pHluor	0.1	4.7	3.8	-0.5	-4.3	-2.9	0.0	-1.4	-1.6	-1.3	-3.4	-1.4

[21] CCN(CC)C(=O)CSc1nc(C)cc(C)c1C#N
[22] Nc1sc(-c2ccccc2)c(Cc2ccccc2)c1C(=O)O
[23] COc1cccc(NC(=O)C2CC(=O)N/C(=N/NC(=O)c3ccc(C)cc3)S2)c1 (centres undefined)
[24] NC(CSC(c1ccccc1)(c1ccccc1)c1ccccc1)C(=O)O (centres undefined)
[25] COc1ccc(S(=O)(=O)N2CCCC(C(=O)NCc3ccncc3)C2)cc1 (centres undefined)
[26] CC1CN(/C(=N\S(=O)(=O)c2ccccc2)c2ccccc2)CC(C)O1 (centres undefined)
[27] O=C(NC(Cc1c[nH]c2ccccc12)c1nnc2n1CCCCC2)c1cccs1 (centres undefined)
[28] CCOc1ccc(S(=O)(=O)N2CCOCC2)cc1NC(=O)CN1C(=O)NC(C)(c2ccccc2)C1=O (centres undefined)
[29] COc1ccc(N(Cc2cc3ccc(C)cc3[nH]c2=O)C(=O)C2CCCO2)cc1 (centres undefined)
[30] CCN(CC)C(=O)n1c(Cc2ccccc2)nc2ccccc21

compound no.	21	22	23	24	25	26	27	28	29	30
Keap1 Nrf2 FP	-1.6	-0.5	-2.2	-4.4	-4.3	0.7	-1.1	-2.8	-2.7	-1.4
C-LANA FP	-4.6	0.8	-0.3	-3.2	0.3	0.6	1.1	-0.5	-0.2	11.7
Wnt bcat act	-2.6	-1.4	-5.3	-3.8	/	-0.5	3.5	0.9	-3.4	4.3
cardiac RTF act	0.2	-4.5	-1.0	-0.6	-5.5	1.8	0.4	-4.0	0.2	-3.3
Arrestin-AP2 inh	45.9	8.6	16.6	9.7	0.0	4.2	22.1	-4.0	1.8	9.1
OPRM1-OPRD1 ag	-1.7	0.7	1.1	-2.4	-2.8	-1.1	-4.3	-0.9	-3.4	-0.5
RTF Ca sens inh	1.0	1.6	-1.5	-2.5	-8.5	-5.6	-0.3	-10.9	-4.2	2.2
OPRM1-OPRD1 inv	8.8	-3.7	-5.7	12.3	13.6	5.6	20.0	5.6	17.7	2.7
Pemphigus Ab inh	102.3	99.1	/	93.1	88.1	103.9	123.8	95.4	95.8	116.2
V-ATPase pHluor	4.5	-12.0	2.5	4.6	-1.5	4.2	0.1	-1.3	0.6	0.0

[31] Cc1ccc(CCNC(=O)C2CCCN(c3nc4ccccc4o3)C2)cc1 (centres undefined)
[32] CCOC(=O)c1cc2n(n1)C(C(F)(F)C(F)(F)F)CC(C)N2 (centres undefined)
[33] CC(=O)c1ccc(NC(=S)Nc2cccc(S(=O)(=O)Nc3c(C)n(C)n(-c4ccccc4)c3=O)c2)cc1
[34] COc1ccccc1Nc1nc(=O)[nH]nc1C
[35] CCN(CC)S(=O)(=O)c1ccc(C)c(NC(=O)CNc2cccc(S(=O)(=O)N3CCOCC3)c2)c1
[36] COC(=O)c1ccc(NC(=O)c2ccco2)cc1
[37] Cc1nc(-c2coc3cc(OCC(=O)O)ccc3c2=O)cs1
[38] C=C(CCO)C1=CCN(S(=O)C(C)(C)C)[C@H]1CCO (some centres undefined)
[39] Cc1c(C(=O)N2CCCC2)c(S(=O)(=O)N2CCN(c3ccccc3F)CC2)c(C)n1C
[40] O=[N+]([O-])c1cccc(/C=N/NC2CCS(=O)(=O)C2)c1 (centres undefined)

compound no.	31	32	33	34	35	36	37	38	39	40
Keap1 Nrf2 FP	1.9	-2.6	1.9	0.2	-2.7	-5.1	0.8	-0.9	0.8	-2.6
C-LANA FP	0.3	0.1	-6.1	-1.4	0.9	-0.3	-0.2	-0.6	1.0	-0.2
Wnt bcat act	/	/	-3.1	/	-1.7	58.0*	/	0.5	0.0	3.3
cardiac RTF act	-4.5	3.6	6.9	-2.3	-3.3	2.5	-4.0	-6.1	0.3	-5.9
Arrestin-AP2 inh	3.5	6.7	-7.3	-4.7	-3.2	2.0	28.8	41.9	-24.3	-23.3
OPRM1-OPRD1 ag	-0.4	-3.7	-1.9	-1.1	-2.1	-3.6	-1.5	-1.0	-1.2	-3.3
RTF Ca sens inh	3.0	-0.3	-9.4	-11.1	-7.1	1.4	-3.5	-5.1	-18.6	-0.3
OPRM1-OPRD1 inv	1.9	15.3	8.7	5.6	13.5	17.5	8.0	4.6	6.2	17.0
Pemphigus Ab inh	101.0	122.3	92.7	97.1	104.5	103.4	94.2	105.3	101.0	103.7
V-ATPase pHluor	2.7	11.6	0.5	-0.9	1.5	5.1	-4.4	0.5	1.9	-1.6

[41] COc1cc(S(=O)(=O)N(Cc2cccnc2)Cc2ccco2)ccc1-n1cnnn1
[42] COc1ccc(N(CC(=O)NC2CCCC2)C(=O)CS(=O)CC(=O)Nc2ccc3c(c2)OCO3)cc1 (centres undefined)
[43] O=C(CC1C(=O)NCCN1Cc1ccccc1C(F)(F)F)NCCc1ccccn1 (centres undefined)
[44] Cc1cccc(CN2C(=O)c3ccccc3S(=O)(=O)c3ccc(C(=O)NCCCN4CCCC4)cc32)c1

compound no.	41	42	43	44
Keap1 Nrf2 FP	2.1	3.3	-2.3	-2.6
C-LANA FP	-0.1	-1.7	2.3	-1.2
Wnt bcat act	-1.6	-1.1	-6.2	0.2
cardiac RTF act	0.1	-4.8	6.5	0.4
Arrestin-AP2 inh	2.6	-0.5	13.4	1.5
OPRM1-OPRD1 ag	-1.1	-2.0	-2.1	1.6
RTF Ca sens inh	1.9	-4.7	0.3	1.5
OPRM1-OPRD1 inv	6.4	9.4	10.6	-8.3
Pemphigus Ab inh	94.3	94.4	99.7	113.1
V-ATPase pHluor	2.1	-1.5	-3.4	0.5
